# D3 antag: qHTS of D3 Dopamine Receptor Antagonist: qHTS; D(3) dopamine receptor (Homo sapiens), P35462; D3R cells, DiscoveRx beta-arrestin luminescence, antagonist mode; active compounds read low; max response, negative = inhibition, %; 360,000 compounds, 2.5% hits; AID 652054, 2013; in the data active = max response below about -50%; inconclusive = no clear call, values can overlap the other calls; note: % is set by controls: 0 for no effect and ±100 for the full control effect; mostly tested at two doses, the higher about 12 µM
# Target sequence (P35462 whole entry, looked up): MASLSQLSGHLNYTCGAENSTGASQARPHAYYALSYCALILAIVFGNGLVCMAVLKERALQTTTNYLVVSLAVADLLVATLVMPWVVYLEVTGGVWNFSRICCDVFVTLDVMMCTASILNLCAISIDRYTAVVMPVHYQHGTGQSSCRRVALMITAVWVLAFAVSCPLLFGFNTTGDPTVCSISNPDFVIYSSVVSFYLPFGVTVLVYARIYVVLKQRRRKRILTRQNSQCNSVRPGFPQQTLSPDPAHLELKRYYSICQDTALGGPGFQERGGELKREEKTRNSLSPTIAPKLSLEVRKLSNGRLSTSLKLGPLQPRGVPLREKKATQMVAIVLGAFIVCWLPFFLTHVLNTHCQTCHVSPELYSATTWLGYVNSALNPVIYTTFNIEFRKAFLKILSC
#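 Cells plated overnight at 1500 cells/well, then exposed to library compounds with dopamine controls for 90 minutes at 37 degrees C. DiscoveRx reagent added for 30–60 minutes at room temperature; luminescence read, quantitative HTS format.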
# SW480 rerep: A quantitative high throughput screen for small molecules that induce DNA re-replication in SW480 colon adenocarcinoma cells. SW480 DNA re-replication, Hoechst DNA content imaging, 48 h. Potency, µM (series often up to 46.1 µM), inactives show at the highest dose re-replication activation, hits mostly activators. 340,000 compounds, 1.8% hits. AID 624297, 2012; note: potency is the fitted concentration of half-maximal effect; % of control where 0% means no effect; nearly all actives have a fitted effect of over 55% in size
#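 SW480 cells exposed to compounds for 48 hr at 37 C, 5% CO2, then Hoechst-stained 40 min. Nuclear DNA content imaged by fluorescence scanning (405 nm excitation, 500-530 nm emission); re-replication scored as increased high-intensity nuclei.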
# HT1080NT lethal: qHTS for induction of synthetic lethality in tumor cells producing 2HG: qHTS for the HT-1080-NT fibrosarcoma cell line; HT-1080-NT fibrosarcoma viability, CellTiter-Glo ATP luminescence, 48 h; Potency, µM (doses to about 46.1 µM), for the others: at the top dose activity, negative = less viability, usual class: cytotoxic; 360,000 compounds, 1.6% hits; AID 686970, 2013;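 note: NT is the 2HG producing partner of a matched IDH1 knockdown line; potency is the fitted concentration of half-maximal effect; 0% = DMSO-treated cells and -100% = media-only wells without cells; nearly all actives have a fitted effect of over 55% in size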
#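 Viability by CellTiter-Glo luminescence after 48 h compound exposure at 37C of HT-1080-NT cells (750/well, RPMI, 5% FBS). % activity scaled between DMSO wells and medium-only wells, then curve-fitted and categorized by curve class.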
# KB-3-1 cytotox: qHTS assay for MDR1-selective chemotherapeutics: Primary screen using the parental adenocarcinoma cell KB-3-1. KB-3-1 viability, CellTiter-Glo ATP luminescence, 72 h. Potency, µM (titrated, usually from 46.1 µM), inactives show at the top dose activity change, negative = cytotoxic, hits mostly cytotoxic. 400,000 compounds, 1.4% hits; note: potency is the fitted concentration of half-maximal effect; % is set by controls: 0 for no effect and ±100 for the full control effect; nearly all actives have a fitted effect of over 60% in size
#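 Cells are dispensed, compounds pinned in, plates held at 37 °C for 72 h, then CellTiter-Glo is added and luminescence read after 10 minutes. Cell line: parental KB-3-1 in phenol-red-free DMEM, 10% FBS.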
# DRD3 agonist: qHTS of D3 Dopamine Receptor Agonist: qHTS; D(3) dopamine receptor (Homo sapiens), P35462; D3R DiscoveRx beta-arrestin cells, luminescence, 90 min; max activation, %; AID 652048, 2013; 410,000 compounds, 0.58% hits; in the data active = max activation above about 30%; note: 0% is about no effect; mostly tested at two doses, the higher about 12 µM
#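 Agonist mode: compounds and dopamine controls were applied to plated cells for 90 min at 37 degrees C after an overnight attachment at 1500 cells/well. Luminescent read-out followed 30 - 60 minutes at room temperature with DiscoveRx detection reagent.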
# KB-V1 cytotox: qHTS assay for MDR1-selective chemotherapeutics: Primary screen using the drug-selected MDR subline cells KB-V1; KB-V1 MDR cells viability, CellTiter-Glo, 72 h; Potency, µM (top dose mostly 46.1 µM), for the others: at the top dose activity change, negative = cytotoxicity, most hits filed as cytotoxic; 400,000 compounds, 3.4% hits; note: potency is the fitted concentration of half-maximal effect; % is set by controls: 0 for no effect and ±100 for the full control effect; nearly all actives have a fitted effect of over 60% in size
#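 Cytotoxicity via CellTiter-Glo luminescence after 72 h compound exposure at 37 degrees C. Cells: drug-selected KB-V1 line, DMEM phenol-red free plus 10% FBS. Compounds tested at multiple concentrations; normalized data fitted to concentration-effect curves.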
# HT1080 IDH1KD tx: qHTS for induction of synthetic lethality in tumor cells producing 2HG: qHTS for the HT-1080-IDH1KD cell line; Potency, µM (titrated, usually from 46.1 µM), for inactives: at the top dose activity, negative = toxicity, hits mostly cytotoxic; 360,000 compounds, 2% hits; HT-1080 IDH1 knockdown viability, ATP luminescence, 48 h; AID 686971, 2013;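 note: potency is the fitted concentration of half-maximal effect; 0% = DMSO wells and -100% = cell-free medium wells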
#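 In this qHTS, HT-1080 cells depleted of IDH1 are exposed for 48 h at 37 °C to compound titrations. Toxicity is scored from CellTiter-Glo luminescence, with DMSO as full viability and medium alone as none.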
# IL-1B inflam inh: qHTS for Inhibitors of Inflammasome Signaling: IL-1-beta AlphaLISA Primary Screen; 360,000 compounds, 4.7% hits; AID 743279, 2014; THP-1 LPS/ATP IL-1B secretion, AlphaLISA, 16 h; active compounds read low; activity change, % at 57.5 µM; in the data active = activity change below about -50%; inconclusive = mostly about -30% to -49%; note: % is set by controls: 0 for no effect and ±100 for the full control effect
#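 THP-1 cells pretreated 1 hr with compounds (up to 57.5 uM final), then stimulated with LPS (250 ng/mL final) plus ATP (1.25 mM final); secreted IL-1B measured by AlphaLISA after 16 hr, decreased signal indicating inhibition.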
# GLP1R ag: qHTS of GLP-1 Receptor Agonists; HEK293 GLP-1R CRE-luciferase, luminescence, 4-6 h; cells express a hypersensitive GLP-1R form; Potency, µM (doses to about 45.6 µM), without a hit: top-dose activation, most hits filed as activators; 380,000 compounds, 0.007% hits; AID 624172, 2012; note: potency is the fitted concentration of half-maximal effect; % of control where 0% means no effect
# Target sequence (P43220 whole entry, looked up): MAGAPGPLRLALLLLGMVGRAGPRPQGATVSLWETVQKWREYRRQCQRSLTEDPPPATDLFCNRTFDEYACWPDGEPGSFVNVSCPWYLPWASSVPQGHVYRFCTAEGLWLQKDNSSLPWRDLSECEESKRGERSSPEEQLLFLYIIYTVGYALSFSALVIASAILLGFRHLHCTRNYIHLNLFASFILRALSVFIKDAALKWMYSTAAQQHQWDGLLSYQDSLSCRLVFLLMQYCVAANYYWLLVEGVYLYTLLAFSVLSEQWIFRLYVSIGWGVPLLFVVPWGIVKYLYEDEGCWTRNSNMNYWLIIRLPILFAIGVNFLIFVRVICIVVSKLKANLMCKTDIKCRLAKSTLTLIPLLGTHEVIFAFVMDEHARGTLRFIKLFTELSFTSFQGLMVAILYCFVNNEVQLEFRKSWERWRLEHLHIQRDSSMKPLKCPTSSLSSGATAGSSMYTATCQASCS
# Active calls of the source: *; i = inactive; ? = inconclusive; . = no result given; [ ] = dose if it differs, or a comment. Unless noted, calls come from the whole dose curve; as a rule, active = well fitted curve in the direction sought with a large enough effect; inconclusive = small, poorly fitted or top-dose-only effect, or another doubt; inactive = no such curve, though single readings can be large; an effect the other way counts as inactive or inconclusive. The order is random; 12% or so of the library scored in one or more.
SMILES,D3 antag,SW480 rerep,HT1080NT lethal,KB-3-1 cytotox,DRD3 agonist,KB-V1 cytotox,HT1080 IDH1KD tx,IL-1B inflam inh,GLP1R ag
O=C(c1cccs1)N1CCCC(c2nc3c(nnn3Cc3ccc(F)cc3)c(=O)[nH]2)C1 (stereo not drawn),1.5,-10.0%,-3.7%,9.7%,9.4,-7.6%,-9.9%,7.4,2.1%
CCOC(=O)C1=NOC2COC3(CCN(c4ncccn4)CC3)OCC12 (stereo not drawn),-12.3,3.3%,-10.8%,1.8%,-1.8,-26.4%,0.4%,0.0,-1.1%
O=C(COC(=O)c1ccc(S(=O)(=O)N2CCCCC2)cc1)NCc1ccco1,2.8,-6.7%,-2.6%,-16.0%,2.0,-1.8%,-2.3%,3.0,0.6%
Cc1ccc(-c2csc(=S)n2CC(=O)OCC(=O)NC(C)C(C)C)cc1 (stereo not drawn),7.8,4.1%,-7.2%,-15.5%,-4.8,16.4µM*,-20.2%,0.0,-0.4%
Cc1noc(C)c1CSCC(=O)OCC(=O)N1CC(=O)Nc2ccccc21,-1.3,-4.0%,13.3%,1.8%,3.5,18.7%,16.2%,17.0,-12.0%
CC(C)C[C@H]1CN(CCCC[C@H]2CNC(=O)C(=O)N2CCc2ccccc2)C(=O)C(=O)N1Cc1ccccc1,-18.3,.,0.7%,12.9%,-3.1,26.0%,1.0%,-17.6,2.6%
CN(C)c1nnnn1-c1cccc(Oc2ncc(C(F)(F)F)cc2Cl)c1,23.6,-3.1%,-14.1%,-4.9%,3.7,-2.4%,-16.8%,-14.4,5.0%
CCc1cc(=O)oc2cc(OC(=O)CN3C(=O)NC4(CCCC4)C3=O)ccc12,-5.9,4.2%,-13.3%,-5.0%,-2.4,2.8%,-2.8%,2.5,0.2%
CCc1nnc(NC(=O)CSc2nnc(CNc3ccc(Cl)cc3)o2)s1,-25.0,-7.6%,-11.6%,?,3.7,2.5%,-22.9%,35.0,-2.1%
CN(C)S(=O)(=O)c1cccc(COc2ncnc3c(Cl)cc(Cl)cc23)c1,0.9,-12.0%,0.0%,0.9%,5.5,-25.4%,5.5%,31.5,9.5%
Cc1ccccc1C(=O)N1N=C(c2ccc(NS(C)(=O)=O)cc2)CC1c1cccs1 (stereo not drawn),6.6,-8.3%,-0.2%,-10.4%,-4.2,-0.3%,?,8.0,18.5%
COc1cccc(-c2noc(N)c2C#N)c1,19.7,?,-2.4%,3.5%,2.7,-20.0%,?,-19.2,16.7%
O=C(NCC1CCCCC1)c1csc([C@@H]2C[C@H](O)[C@@H](CO)O2)n1,-2.7,.,11.2%,?,3.2,-10.4%,1.6%,17.4,-9.2%
CC(C)(C)Nc1nc(Oc2ccc(=O)[nH]n2)nc(N2CCOCC2)n1,-6.7,2.6%,2.3%,-7.4%,-16.3,-0.4%,9.3%,14.7,8.7%
O=C(NCc1ccco1)C(c1ccccc1)N(C(=O)Cc1cccs1)c1ccccc1 (stereo not drawn),0.0,0.4%,-21.5%,-3.0%,3.2,5.8%,-27.0%,0.0,-2.4%
O=C(CN1CCN(C(=O)CNC(=O)c2ccc3c(c2)OCO3)CC1)Nc1cccc(F)c1,9.0,-7.5%,1.3%,0.0%,3.3,?,-2.3%,-14.7,-5.4%
COCCn1c(-c2ccccc2)csc1=Nc1cccnc1,11.1,?,-18.3%,?,-0.4,?,-10.2%,-10.6,4.1%
Cc1ccc(C)c(C(=O)CCC(=O)Nc2ccc(F)cc2)c1,10.6,-128.6%[inhibitor],-2.8%,8.4%,3.6,-23.1%,7.1%,-15.7,0.3%
Cc1ccccc1OCC(=O)OCC(=O)NCCc1ccccc1,-19.8,-10.3%,-1.2%,-1.0%,-1.6,0.0%,0.3%,-3.6,-6.6%
CN(C)c1ccnc2sc3c(SCc4ccc(Cl)cc4)ncnc3c12,14.4,-1.4%,17.3%,15.3%,1.8,1.8%,19.0%,24.9,10.5%
Cc1ccc(-c2csc(/C(C#N)=C(\O)CCl)n2)cc1,0.2,6.1%,-20.8%,-1.8%,5.4,-1.1%,-13.0%,-72.8*,-0.2%
O=C1c2ccccc2C(=O)N1CC(O)COc1ccc(Br)cc1 (stereo not drawn),2.0,-10.8%,7.8%,17.6%,1.5,2.9%,-7.2%,37.3,22.9%
O=C(NN=C1CCCCCC1)c1ccncc1,0.4,2.1%,1.3%,18.8%,2.3,?,0.3%,40.9,-6.1%
Cc1cc(C(=O)CS(=O)(=O)c2ccc(F)cc2)cc(C)c1O,-5.3,5.3%,0.5%,-13.6%,-5.2,-11.1%,-0.9%,-4.4,5.1%
Cc1ccc(-c2nn(-c3ccccc3)cc2C(=O)N2CCOCC2)cc1,-11.2,-2.2%,17.0%,1.4%,-4.3,?,0.6%,-9.7,4.4%
CCCCc1nc(Cl)c(C#N)c2c1CCC2,-13.0,-3.5%,0.0%,0.0%,-8.4,0.0%,1.7%,-6.4,12.5%
Cc1occc1-c1nnc(SCC(=O)N2CCOCC2)n1CCc1ccccc1,-12.4,-8.1%[9.22 µM],-0.6%,1.7%,-6.2,-9.2%,2.9%,-25.7,-2.4%
CCOc1cc(N2CCOCC2)c(OCC)cc1NC(=O)CCS(=O)(=O)c1ccc(Cl)cc1,6.6,-3.4%,0.9%,-3.5%,3.2,-13.8%,0.6%,5.3,1.8%
Cc1ccc(-n2c(SCc3ccc([N+](=O)[O-])cc3)nc3ccccc3c2=O)cc1,-1.1,-2.0%,4.3%,-12.4%,4.5,-9.6%,-3.6%,5.5,-13.0%
CCCc1cc(=O)[nH]c(SCC(=O)c2cc(C)n(CC(F)(F)F)c2C)n1,8.5,-4.8%,5.1%,-11.2%,3.3,16.4µM*,-3.2%,59.2,9.6%

# 3 of the compounds above, bar-delimited:
Molecule | D3 antag | SW480 rerep | HT1080NT lethal | KB-3-1 cytotox | DRD3 agonist | KB-V1 cytotox | HT1080 IDH1KD tx | IL-1B inflam inh | GLP1R ag
Cc1occc1-c1nnc(SCC(=O)N2CCOCC2)n1CCc1ccccc1 | -12.4 | -8.1%[9.22 µM] | -0.6% | 1.7% | -6.2 | -9.2% | 2.9% | -25.7 | -2.4%
CCOc1cc(N2CCOCC2)c(OCC)cc1NC(=O)CCS(=O)(=O)c1ccc(Cl)cc1 | 6.6 | -3.4% | 0.9% | -3.5% | 3.2 | -13.8% | 0.6% | 5.3 | 1.8%
Cc1cc(C(=O)CS(=O)(=O)c2ccc(F)cc2)cc(C)c1O | -5.3 | 5.3% | 0.5% | -13.6% | -5.2 | -11.1% | -0.9% | -4.4 | 5.1%

# (more compounds)
SMILES,D3 antag,SW480 rerep,HT1080NT lethal,KB-3-1 cytotox,DRD3 agonist,KB-V1 cytotox,HT1080 IDH1KD tx,IL-1B inflam inh,GLP1R ag
CC(=O)c1ccc(N2CCN(C(=O)/C=C/c3ccc4ccccc4n3)CC2)cc1,-0.6,?,7.0%,6.3%,4.5,?,2.2%,52.7,-5.2%
O=C(NCc1cccc(OC(F)(F)F)c1)c1cccc2c1C(=O)c1ccc(-c3ccc(F)cc3OCc3ccccc3)cc1S2(=O)=O,-18.6,1.5%,2.5%,0.0%,-4.1,21.8%,6.2%,-20.8,-2.0%
O=C(COc1ccc(Cl)cc1)NCc1nnc(SCC(=O)N2CCCC2)o1,4.0,0.0%,7.4%,23.9%,-0.2,4.4%,6.0%,29.3,-0.9%
O=C(CN1C(=O)NC2(CCCCCC2)C1=O)c1ccc2c(c1)OCCO2,27.9,1.9%[9.22 µM],-14.9%,10.7%,2.5,-8.0%,-1.4%,?,7.3%
O=Cc1cn(-c2ccccc2)nc1-c1ccc2c(c1)OCCO2,0.0,?,-29.9%,-27.0%,-2.8,0.0%,?,?,2.7%
Fc1ccccc1COc1ccccc1CNCc1ccncc1,-15.5,?,-28.1%,-15.1%,-7.8,6.51µM*,-0.5%,-61.1*,2.0%
COc1cccc(NC(=O)Nc2nnc(Cc3ccccc3F)s2)c1,14.8,5.3%,-29.3%,-17.2%,0.2,?,?,17.1,-1.4%
O=C(NN1C(=O)C2C3C=CC(C4CC34)C2C1=O)c1ccc(Cl)cc1 (stereo not drawn),0.0,-6.8%,-1.0%,-6.8%,4.1,?,-0.1%[9.24 µM],10.8,-11.5%
Cn1c(Cn2cnc3ccccc32)nnc1SCC(=O)CC(=O)Nc1ccccc1,-8.5,-3.3%,-4.6%,18.4%,2.2,7.6%,-2.7%,0.0,-2.1%
O=C(Nc1cccc(S(=O)(=O)N2CCCCC2)c1)c1cccs1,-22.8,-4.5%,2.4%,-3.2%,-7.3,?,1.5%,i,-1.6%
Cc1ccc2cccc(OCCOCCOc3ccccc3Br)c2n1,-6.8,?,3.5%,-4.8%,1.2,?,-3.7%,-2.8,2.5%
CCc1nc2c(OCC3CCCCC3)cccn2c1N(C)C(=O)c1ccc(C)cc1,-3.3,.,?,?,-20.7,?,?,-14.0,8.6%
CCOC(=O)C(NC(=O)NCc1ccc(OC)cc1)(OCC)C(F)(F)F (stereo not drawn),1.8,?,-0.6%,5.4%,1.1,2.5%,-0.1%,32.7,-0.6%
CCCn1nc(C(=O)Nc2cc(S(=O)(=O)Nc3ccc(OC)cc3)ccc2O)c2ccccc2c1=O,-17.8,-1.9%,?,-3.6%,-4.3,?,?,-10.6,0.2%
COC(=O)Cn1cc(/C=C(/C#N)C(=O)N2CCOCC2)c2ccccc21,2.5,-7.0%,11.0%,17.3%,24.0,1.5%,15.0%,-61.3*,4.8%
